Screening data from PubChem.
SUMO1 PPI mod: alters human SUMO1 binding to SIM partners; P63165; SUMO1 binding to a labelled peptide, TR-FRET, 1 h; inhibition, % at 20 µM; 0.33% of 360,000 active; in the data active means inhibition above about 37%
Target sequence (P63165 whole entry, looked up): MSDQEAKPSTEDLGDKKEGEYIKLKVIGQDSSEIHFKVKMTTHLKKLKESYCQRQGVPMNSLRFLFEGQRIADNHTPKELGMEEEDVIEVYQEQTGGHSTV
MsrA inh: bovine MsrA inhibition | inhibition, % at 15.5 µM | 0.75% of 360,000 active | AID 651718 | purified bovine MsrA, absorbance read-out; in the data active means inhibition above about 4.5%;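 further: 0% = vehicle wells with enzyme and 100% = reference inhibitor wells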
NRP1-CendR mod: alters CendR peptide binding to human NRP-1. AID 602438. FAM-RPARPAR peptide binding to NRP-1, fluorescence polarization. inhibition, % at 25 µM. 0.85% of 360,000 active. O14786;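 active means inhibition or corrected inhibition above about 18%, plus a signal ratio from 0.5 to 1.5, limit read from the data, passing the limit was not always enough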; further: strong numbers were not always called active
bovine MsrA act: activates bovine MsrA enzyme; AID 602163; 0.3% of 360,000 active; purified bovine MsrA, absorbance read-out; activation, % at 10.6 µM; in the data active means activation above about 7.5%;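 further: 0% = vehicle and 100% = reference activator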
TbMetRS inhib: Trypanosoma brucei MetRS inhibition | 0.4% of 360,000 active | purified T. brucei MetRS, ATP depletion, Kinase-Glo luminescence | inhibition, % at 11.9 µM | AID 624268;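 active means inhibition above a per-plate cutoff of the control wells' mean inhibition plus 3 SD, cut at about 5.5% in these data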;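 further: 0% = DMSO wells median and 100% = median of wells with control inhibitor compound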
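Assay system: T. brucei methionyl-tRNA synthetase, purified | Medium: HEPES buffer with MgCl2, KCl, DTT, spermine, BSA, pyrophosphatase | Compound: 11.9 µM single point | Incubation: 15 min enzyme-compound preincubation, 2 h reaction, 10 min detection, 25 °C | Measured by: Kinase-Glo luciferase luminescence reporting remaining unconsumed ATP | Measure: % inhibition normalized to control-well medians | Replication: Singlicate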
Scp1 inh: inhibitors of human Scp-1 phosphatase | Recombinant Scp1, phosphopeptide, malachite green phosphate absorbance | inhibition, % at 20 µM | 0.88% of 340,000 active;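 active means inhibition above about 50% at 20 µM, limit read from the data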;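 further: plate controls were DMSO wells with enzyme for no effect and wells lacking enzyme for full effect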
Target sequence (Q9GZU7 76-261 limits assumed): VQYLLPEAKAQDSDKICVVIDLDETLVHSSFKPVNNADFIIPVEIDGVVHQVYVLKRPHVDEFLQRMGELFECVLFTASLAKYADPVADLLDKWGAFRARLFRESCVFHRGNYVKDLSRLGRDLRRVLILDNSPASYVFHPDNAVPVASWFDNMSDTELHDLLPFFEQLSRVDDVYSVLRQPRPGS
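System: truncated SCP-1 phosphatase (76-261aa); medium: Tris acetate buffer pH 5.5 with MgCl2 and Tween-20; incubation: 45 min room-temperature reaction, 5 min colour, 30 min stabiliser; compound: single 20 µM dose, 1% DMSO; reagent: Phosphorylated 17-residue peptide substrate; read-out: % inhibition at 20 µM; technique: colorimetric free-phosphate detection, absorbance 630 nm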
STEP block: inhibitors of human striatal-enriched phosphatase STEP. P54829. recombinant STEP, OMFP fluorogenic substrate, fluorescence. inhibition, % at 20 µM. 0.25% of 360,000 active. AID 588621;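 active means inhibition at 20 µM, scaled per plate between control wells, above about 37%, limit read from the data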;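 further: 0% = DMSO with enzyme and substrate and 100% = substrate only without enzyme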
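medium = Bis-Tris buffer pH 6.0, 2.5 mM DTT, 0.005% Tween 20 | test system = STEP (striatal-enriched tyrosine phosphatase) enzyme, cell-free | measure = normalized % inhibition | compound dosing = 20 µM, 1% DMSO | also added = 25 µM OMFP | schedule = reaction 20 min, ambient temperature | measured by = fluorescence read at 480 nm ex / 540 nm em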
LMPTP inh: blocks human LMPTP phosphatase. P24666. recombinant LMPTP-A, OMFP fluorogenic substrate, fluorescence intensity. inhibition, % at 20 µM. 0.22% of 360,000 active. AID 651560;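 active means compounds that cut the enzyme signal by at least half of the control window in the single-dose screen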;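 further: plate controls were DMSO wells with enzyme plus substrate for no effect and substrate without enzyme for full effect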
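Test system – LMPTP-A enzyme · Amount – LMPTP-A at 0.625 nM final in the reaction · Buffer or medium – Bis-Tris pH 6.0, DTT, detergent · Reagent – OMFP 400 µM · Doses – single 20 µM dose · Schedule – reaction 50 min, room temperature, dark · Detection – fluorescence intensity of OMFP turnover product · Evaluation – percent inhibition versus substrate-only and uninhibited controls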
DNMT1 inh: DNMT1 (human) enzyme inhibition; P26358; DNMT1 molecular beacon, Hinp1I cleavage, fluorescence; inhibition (reported as % activation of signal), % at 10 µM; 0.83% of 360,000 active; in the data active means inhibition above about 50%
E coli Lon inh: inhibits E. coli Lon protease | P0A9M0 | purified E. coli Lon protease, fluorescence polarization | inhibition, % at 7.94 µM | 0.42% of 360,000 active | AID 602123; in the data active means inhibition above about 13%, passing the limit was not always enough;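 further: 0% = enzyme with probe and DMSO and 100% = no enzyme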
Target sequence (P0A9M0 whole entry, looked up): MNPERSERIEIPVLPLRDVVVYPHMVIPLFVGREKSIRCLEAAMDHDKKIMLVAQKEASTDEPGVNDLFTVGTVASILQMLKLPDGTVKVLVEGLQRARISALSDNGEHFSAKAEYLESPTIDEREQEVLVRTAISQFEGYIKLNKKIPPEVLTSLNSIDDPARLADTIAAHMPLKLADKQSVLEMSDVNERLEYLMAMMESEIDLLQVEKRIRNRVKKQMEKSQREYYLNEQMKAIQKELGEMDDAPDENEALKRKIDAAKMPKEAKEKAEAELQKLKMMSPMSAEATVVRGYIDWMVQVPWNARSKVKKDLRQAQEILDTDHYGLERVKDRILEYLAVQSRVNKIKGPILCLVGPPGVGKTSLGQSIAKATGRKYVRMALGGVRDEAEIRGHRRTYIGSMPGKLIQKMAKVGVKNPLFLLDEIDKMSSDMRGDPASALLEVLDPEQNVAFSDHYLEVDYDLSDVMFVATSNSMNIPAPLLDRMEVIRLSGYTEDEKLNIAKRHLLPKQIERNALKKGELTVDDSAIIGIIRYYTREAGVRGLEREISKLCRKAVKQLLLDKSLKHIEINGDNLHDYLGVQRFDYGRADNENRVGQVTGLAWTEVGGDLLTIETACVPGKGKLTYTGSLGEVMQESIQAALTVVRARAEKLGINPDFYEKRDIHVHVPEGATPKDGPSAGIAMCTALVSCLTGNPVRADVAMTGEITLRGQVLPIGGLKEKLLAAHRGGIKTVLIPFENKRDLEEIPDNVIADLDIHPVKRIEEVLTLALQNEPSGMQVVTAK
* hit, by the source's call; nt = no result given; & = joins results of further samples; ! = a repeat was not active.

SMILES	SUMO1 PPI mod	MsrA inh	NRP1-CendR mod	bovine MsrA act	TbMetRS inhib	Scp1 inh	STEP block	LMPTP inh	DNMT1 inh	E coli Lon inh
COc1ccccc1-n1cnc2sc(C)c(C)c2c1=O	-7	-0.5	-9	-5	-1.0	0	-1	-1.3	0	14
Cc1cccc(/C=C2/C(=O)/C(=C/c3ccccc3C)C3CCC2N3C)c1 (centres undefined)	-4	-0.1	8	-7	-0.7	11	-2	0.9	3	2
CCOc1ccc(CC2CCC(=O)NC2=O)cc1 (centres undefined)	-3	0.0	-6	-3	-0.2	-3	-1	-0.1	1	11
COCCOC1CCN(Cc2cn(Cc3ccccc3)nc2-c2cc3ccccc3o2)CC1	-3	1.7	-9	-3	-0.9	0	-2	3.9	5	6
Cc1ccc2c(c1)C(c1ccccc1)N(C(=O)c1c(F)cccc1Cl)CC(=O)N2 (centres undefined)	7	3.0	8	-9	-1.5	5	2	0.5	-1	5
COc1cccc(-c2cc(CNC(=O)[C@H]3O[C@@H](n4cnc5c(N)ncnc54)[C@H](O)[C@@H]3O)no2)c1	1	-1.1	-2	-2	4.4	nt	-1	-0.7	7	-15
CC(C)N1CCN(Cc2nc3c(s2)CCCC3)CC1CCO (centres undefined)	0	-1.0	0	-1	-0.4	-14	-1	-3.5	1	9
COc1cccc(-n2ccnc2SCC(=O)N2CCCc3ccccc32)c1	0	2.9	4	3	-0.6	-3	2	-1.2	-2	-1
C=CCN(CC=C)CC(=O)Nc1cccc(Oc2cnccn2)c1	3	-0.1	-2	-10	-1.8	10	-5	-2.0	-11	-2
Cc1oc(C(=O)O)cc1CSCc1ccoc1C(=O)O	11	0.5	1	3	0.2	23	1	-0.2	22	-3
CC(=O)c1ccccc1NC(=O)COC(=O)c1cc(C)oc1C	0	-0.3	7	-1	-0.1	11	13	16	9	0
COc1ccc(S(=O)(=O)N2CCC(C(N)=O)(N3CCCCC3)CC2)cc1	-1	-1.1	-8	-4	-0.5	-1	3	-2.2	2	-6
COc1cccc(-n2nnnc2SCC(=O)Nc2ccc(C(C)=O)cc2)c1	1	0.7	0	-2	0.6	-3	1	1.5	3	2
Cc1ccc(NC(=O)C2CCN(c3cnccn3)CC2)cc1	2	0.5	-17	-2	-0.6	-7	-1	-0.1	-1	4
O=C(CCCNC(=O)/C(=C/c1ccc(Br)cc1)NC(=O)c1ccccc1)OCc1ccccc1	0	0.9	1	-1	0.0	-9	-3	1.1	1	-8
CC(C)(C)n1ncc2c(=O)n(Cc3cccc(Cn4cnc5c(cnn5C(C)(C)C)c4=O)c3F)cnc21	4	-0.9	14	-3	-0.2	2	2	0.2	-9	2
S=C(Nc1ccc(Br)cc1Cl)N1CCCC1	3	-1.5	3	-2	-0.2	-10	2	-1.2	1	3
CSc1nc2c(c(=O)[nH]1)C(c1ccc(C(F)(F)F)cc1)CC(=O)N2 (centres undefined)	2	-0.3	-2	-6	-0.1	-2	1	0.3	3	8
CCc1c(C)[nH]c2ccccc2c1=O	2	0.4	-6	-4	-0.6	-4	0	-0.7	1	2
CCN(C(=O)c1ccc(Cl)c(S(=O)(=O)Nc2c(C)n(C)n(-c3ccccc3)c2=O)c1)c1ccccc1	-3	0.0	1	-3	-0.3	-2	-3	-1.3	9	-2
O=C(Nc1ccc(OC(F)(F)C(F)F)c(NC(=O)c2ccc(F)cc2)c1)c1ccc(F)cc1	1	-0.6	15	-1	-0.1	0	0	0.6	-1	-1
Cc1cccc(NC(=O)C2CC(=O)OC23CCCCC3)c1 (centres undefined)	-3	-1.5	10	-2	-0.4	6	-5	0.7	-4	4
COCC(C)n1c(SCC(=O)Nc2ccc3c(c2)OCCO3)nc2ccccc2c1=O (centres undefined)	0	0.2	22*	-2	-0.3	-7	-2	-0.3	-3	-4
COc1ccc([N+](=O)[O-])cc1NC(=O)Cc1noc2ccc(C)cc12	-8	-0.3	8	0	-0.3	-3	4	1.2	1	-9
Cc1ccc(NC(=O)COC(=O)Cc2ccsc2)cc1S(=O)(=O)N1CCOCC1	-6	-0.7	-18	-2	0.1	-5	-2	-0.7	1	4
The list goes on.
SMILES	SUMO1 PPI mod	MsrA inh	NRP1-CendR mod	bovine MsrA act	TbMetRS inhib	Scp1 inh	STEP block	LMPTP inh	DNMT1 inh	E coli Lon inh
CC(C)c1ccc(/C=C/C2=NNC(=O)CC2)cc1	-13	3.5	2	-8	-0.9	-1	-1	1.7	1	0
Cc1cc(NCCO)nc(N2CCOCC2)n1	-3	2.3	-8	-3	-0.7	-8	2	0.5	0	9
COc1ccc(CNC(=O)CN(Cc2cccs2)C(=O)CCC(=O)Nc2ccccn2)cc1	-1	-0.2	-1	-4	0.1	-3	-4	-0.4	1	1
O=C(O)c1cccc(NC(=O)c2cn(-c3ccccc3)nc2-c2ccncc2)c1	nt	-0.9	nt	-2	-0.2	5	nt	nt	nt	1
O=c1c2cc(F)ccc2[nH]c(=S)n1CCCN1CCOCC1	3	0.7	3	-12	-1.2	-5	-4	-4.3	0	0
COc1ccccc1/C=C/C=C(\C#N)C(=O)NC(C)c1ccccc1 (centres undefined)	-14	0.7	-8	-13	-0.4	-3	0	0.9	-5	-1
COc1ccc(OC)c(NC(=O)CN(C)S(=O)(=O)c2ccc(Cl)cc2)c1	-1	-0.7	-9	-1	-0.1	-6	-1	0.2	0	-4
Cc1cc2c(c(=O)n1Cc1cccnc1)C(c1ccc(F)cc1)C(C#N)=C(N)O2 (centres undefined)	-14	0.0	7	1	0.9	-7	4	-1.5	1	0
COCCNc1nc(Nc2ccc(C)cc2C)c2sccc2n1	-3	1.2	-8	-1	-0.3	nt	1	16	-2	1
OCCN1CCOCCN(CCO)CCN(CCO)CC1	4	0.7	-6	-2	-0.6	-7	1	-9.4	0	4
COc1ccc(S(=O)(=O)N(C)C)cc1NCC(=O)Nc1cccc2ccccc12	4	0.3	3	-1	-0.2	-2	3	1.7	-4	-10
CCCCCN(C(=O)CCC(=O)OCC(=O)c1ccc(C(C)CC)cc1)c1c(N)n(CCCC)c(=O)[nH]c1=O (centres undefined)	-3	nt	8	-5	-0.6	8	-1	-0.3	-2	-4
CS(=O)(=O)c1ccc(C(=O)OCC(=O)NC(=O)C2CCCCC2)cc1[N+](=O)[O-]	-18	-0.1	13	-1	1.3	-3	-1	-0.7	3	-10
Cc1ccc(C(=O)OCC(=O)Nc2ncc(C(F)(F)F)cc2Cl)cc1NC(=O)c1ccco1	6	-0.1	-21	5	-0.1	-7	-3	-1.7	2	3
O=C(c1ccc(F)cc1)N1CCC(c2ccccc2)C1 (centres undefined)	0	2.3	-1	-9	-1.0	7	0	-1.4	8	10
CCc1ccc(CN(C)C(=O)CCc2nc3ccccc3n(-c3ccc(OC)cc3)c2=O)cc1	-12	0.1	-5	-3	-0.2	-14	3	1.9	-10	-9
Cc1sc2ncnc(Oc3ccc(-n4ccnc4)cc3)c2c1C	-1	0.1	-3	-1	0.4	-5	5	0.8	5	3
COC(=O)COc1ccc(S(=O)(=O)NCc2cccnc2)cc1	3	-0.5	9	-2	-0.3	-4	-10	-1.5	5	-5
Cc1ccc(-c2cc(C(=O)O)c3ccccc3n2)c(C)c1	-31	1.1	4	-6	-0.3	-4	-4	-0.4	-2	-1
COc1ccccc1C(=O)NC(=Nc1nc2ccccc2o1)NC(=O)c1ccccc1OC	67*!	-0.3	-8&-5	1&-3	-0.2&0.1	-7	-3&2	1.4&15	0&-5	-7&-15
COc1ccc(-c2noc(N3CCC(C(=O)Nc4ccccc4Cl)CC3)n2)cc1	2	1.2	13	0	0.0	-9	-4	-0.8	-4	-1
CCCCn1cnc2c(SCc3ccccc3)nc(N)nc21	4	0.3	-5	-1	-0.1	-5	-1	0.1	-2	-16
O=C1C=C(Nc2ccc(O)cc2)C(=O)c2ccccc21	-45	0.3	-3	-2	-0.7	-4	-3	8.3	-6	5
CCOC(=O)C1=C(CSc2nccn2C)NC(=O)NC1c1cc(C)ccc1C (centres undefined)	9	-1.4	26*	-10	-1.2	9	0	-0.1	0	-9
Cc1ccc2c(c1)NC(=O)C(CC(=O)NCCN(CC(C)C)CC(C)C)O2 (centres undefined)	5	-0.3	-2	-9	2.6	3	0	-1.1	-1	6

Reprinted from the part before: three entries, followed by the next part.
SMILES	SUMO1 PPI mod	MsrA inh	NRP1-CendR mod	bovine MsrA act	TbMetRS inhib	Scp1 inh	STEP block	LMPTP inh	DNMT1 inh	E coli Lon inh
O=C1C=C(Nc2ccc(O)cc2)C(=O)c2ccccc21	-45	0.3	-3	-2	-0.7	-4	-3	8.3	-6	5
CCOC(=O)C1=C(CSc2nccn2C)NC(=O)NC1c1cc(C)ccc1C (centres undefined)	9	-1.4	26*	-10	-1.2	9	0	-0.1	0	-9
Cc1ccc2c(c1)NC(=O)C(CC(=O)NCCN(CC(C)C)CC(C)C)O2 (centres undefined)	5	-0.3	-2	-9	2.6	3	0	-1.1	-1	6
COc1ccc(C(CC(=O)NCc2ccccc2)Sc2n[nH]c(-c3ccc(Cl)cc3)n2)cc1 (centres undefined)	-4	0.3	-3	-3	-0.4	-6	-1	0.5	2	-10
CC(NC(=O)c1cccc(C(F)(F)F)c1)C(c1ccccc1)N1CCOCC1 (centres undefined)	0	-0.3	-2	-6	-0.9	-3	3	0.2	-1	-1
CN(C)S(=O)(=O)c1ccc2[nH]cc(/C=C/c3nc4ccccc4c(=O)n3-c3ccccc3)c2c1	-1	-0.6	-13	-8	-1.1	3	-5	-0.9	-3	-7
COc1ccc(-c2cn(-c3ccc(Cl)cc3)c3[n+]2CCCCC3)cc1	1	-0.3	4	-3	0.1	18	-1	-1.8	0	-3
CC[C@]12c3[nH]c4ccc(OC)cc4c3CCN1C(=O)C(CC(=O)NCCCOC)C[C@@H]2C(=O)N1CCN(C(=O)c2ccco2)CC1 (some centres undefined)	2	-1.6	14	-6	-2.0	-1	2	0.2	7	-1
O=C(c1cccs1)N1CCCN(c2ncnc3scc(-c4ccccc4)c23)CC1	3	-0.2	-6	-5	0.0	-2	4	-0.3	0	0
CS(=O)(=O)c1ccc2nc(NC(=O)CN3CCCCCC3)sc2c1	-4	1.2	11	-4	0.2	-6	0	-1.1	0	-1
COC(=O)c1cc(Br)c(=O)n(-c2cc(C)on2)c1	-8	0.5	19	2	-0.4	-4	-4	0.5	-9	-1
CC(C)Oc1cc(F)ccc1-c1cc(C(=O)NCc2cccnc2)[nH]n1	7	0.1	-10	-2	-0.1	nt	2	-0.5	-5	13
O=C(/C=C/c1ccc(Cl)cc1Cl)N1CCN(c2ccc([N+](=O)[O-])c(N3CCOCC3)c2)CC1	-4	-0.6	8	-5	0.6	-1	-5	9.0	-6	-3
